# Nrf2 inh = Nrf2 pathway inhibition. Potency, µM (titrated, usually from 46 µM), without a hit: at the highest dose activity change, negative = inhibition, usual class: inhibitors. A549 ARE-Fluc reporter, luciferase luminescence, 18-24 h. hit rate 2.1% among 360,000; further: potency means the concentration at half of the fitted maximal effect; on the % scale 0 is the no-effect control and ±100 the full control effect; nearly all actives have a fitted effect of over 60% in size
#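 Nrf2 function is reported as luminescence of an ARE-controlled luciferase in A549 cells. Compounds were tested at several concentrations, and a CellTiter-Fluor read on the same wells flagged cytotoxicity.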
# Nrf2 ARE act = activates Nrf2 signaling; hit rate 0.31% among 410,000; AREc32 ARE-luciferase reporter (MCF7-derived line), luminescence, 24 h; Potency, µM (highest dose often 46.1 µM), for inactives: at the top dose activation, usual class: activators; further: potency means the concentration at half of the fitted maximal effect; % of control where 0% means no effect; nearly all actives have a fitted effect of over 65% in size
#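 AREc32 cells carrying an ARE-driven firefly luciferase reporter were seeded at 1000 cells/well in OPTI-MEM with 5% FBS, then exposed to compound for 24 hr at 37 deg C. Luminescence was read with Steady-Glo after 30 min at RT.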
# MmCpn inh = M. maripaludis TRiC chaperonin inhibition; purified Mm-Cpn ATPase, ADP Transcreener TR-FRET; Potency, µM (doses to about 76.9 µM), inactives show at the top dose activity, negative = inhibition, usual class: inhibitors; hit rate 0.031% among 330,000; AID 504842; further: potency means the concentration at half of the fitted maximal effect; on the % scale 0 is the no-effect control and ±100 the full control effect; nearly all actives have a fitted effect of over 80% in size
#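 ATPase turnover read by TR-FRET ADP competition (Eu cryptate antibody/ADP-d2, 665/590 nm): 10uM ATP final, 25nM Mm-CPN final, 30 min 37degC after 10-min compound preincubation, pH 7.4 Tris/KCl/MgCl2/DTT buffer.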
# CCT chaperon mod = modulators of cytosolic chaperonin (CCT/TRiC) activity. hit rate 0.3% among 360,000. activity change, % (concentration not given with the values), hits read low. purified chaperonin ATPase assay, HTRF ADP detection, 30 min; in the data active means activity change below about -30%; further: on the % scale 0 is the no-effect control and ±100 the full control effect
#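 First, chaperonin was dispensed at 40 nM or 20 nM final depending on batch activity. Next, compounds were pinned at 76 uM and ATP added at 10 uM. After 30 min at 37 °C, ADP detection reagents ran 30 min at ambient temperature.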
# TGFb SMAD3 inh = TGF-b pathway inhibition; AID 588855; HepG2 CAGA-GFP TGF-b/SMAD3 reporter, GFP fluorescence, 18 h; TGF-beta stimulated, 500 pg/mL final; Potency, µM (series often up to 46.1 µM), for inactives: at the highest dose activity, negative = inhibition, usual class: inhibitors; hit rate 1.2% among 410,000; further: potency means the concentration at half of the fitted maximal effect; on the % scale 0 is the no-effect control and ±100 the full control effect; nearly all actives have a fitted effect of over 65% in size
#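 Smad-responsive CAGA-GFP expression was quantified in HEPG2 cells exposed to compounds and 500 pg/mL final TGF-beta for 18 h at 37 degrees C; unstimulated wells defined full inhibition.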
# pAkt inh = inhibitors of Akt phosphorylation; Neuro2A IGF-stimulated pAkt S473 HTRF, 20 min; active compounds read low; hit rate 0.32% among 360,000; activity change, % for hits at 50 µM; in the data active means activity change below about -80%; inconclusive means mostly about -51% to -80%; further: on the % scale 0 is the no-effect control and ±100 the full control effect
#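 Single-point screen (50 µM final compound) in Neuro2A cells stimulated 20 min with 6 nM IGF at 37 deg C. After lysis, Ser473-phosphorylated Akt read by HTRF (ex 330 nm, em 615/665 nm) as the 665/615 ratio.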
# A549 viability = A549 cytotoxicity, counter-screen for Nrf2 inhibitors; hit rate 0.16% among 390,000; A549 ARE-Fluc cells, CellTiter-Fluor viability, 18-24 h; Potency, µM (series often up to 46 µM), for inactives: top-dose activity change, negative = cytotoxicity, usual class: inhibitors; further: potency means the concentration at half of the fitted maximal effect; on the % scale 0 is the no-effect control and ±100 the full control effect
#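 Cytotoxicity counterscreen: CellTiter-Fluor fluorescence was measured in A549 ARE_Fluc cells after 18-24 h of compound exposure in a concentration series. The subsequent BugLite luminescent read reports ARE-luciferase activity.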
# HepG2 viability = HepG2 cytotoxicity, counter-screen for TGF-b inhibitors | HepG2 CAGA-GFP viability, ATP luminescence, 18 h | Potency, µM (top dose mostly 46.1 µM), without a hit: at the top dose activity change, negative = cytotoxicity, hits mostly cytotoxic | AID 588856 | hit rate 0.76% among 410,000; further: potency means the concentration at half of the fitted maximal effect; some results filed as inactive show a strong effect at the top dose
#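 HepG2 CAGA-GFP cells (1000/well, DMEM with 1% FBS) received compound, then TGF-beta at 500 pg/mL final, and were incubated 18 hours at 37 degrees C. Viability was read by CellTiter-Glo luminescence. Media-only wells were set as complete cell-killing and DMSO as no toxicity.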
# Abeta rescue = A-beta toxicity reversal in yeast; yeast expressing A-beta42, growth rescue, OD600, 48 h; response scale: 0% DMSO, 100% iron-clioquinol control; Potency, µM (doses to about 46.1 µM), for inactives: at the highest dose growth rescue, hits mostly activators; AID 1347071; hit rate 0.063% among 410,000; further: potency means the concentration at half of the fitted maximal effect; nearly all actives have a fitted effect of over 55% in size
#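 Growth rescue measured by 600 nm absorbance after 48 h yeast culture at 30 C with compound. Values normalized between DMSO and an equimolar ferric chloride plus clioquinol control.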
# Active calls of the source: *; i = inactive; ? = inconclusive; . = no result given; [ ] = another dose, or the depositor's remark. Unless noted, the call rests on the fitted dose curve; in most records, active means well fitted curve in the direction sought with a large enough effect; inconclusive means small, poorly fitted or top-dose-only effect, or another doubt; inactive means no such curve, though single readings can be large; an effect the other way counts as inactive or inconclusive. Random draw from the library; 4.3% or so of the library scored in one or more.
SMILES,Nrf2 inh,Nrf2 ARE act,MmCpn inh,CCT chaperon mod,TGFb SMAD3 inh,pAkt inh,A549 viability,HepG2 viability,Abeta rescue
COc1cc(-c2nc3ccccn3c2/N=C/c2cc(OC)c(O)cc2Cl)ccc1O,12%,1.8%[9.22 µM],-3%,1.0,14%,i,1%,1%,-8%
CC(=O)c1cccc(NC(=O)Cc2coc3cc4c(cc23)CCC4)c1,?,1.8%,-1%,-3.7,-9%,i,-3%,-2%,14%
CC(=O)N1C2CCCCC2S[C@H]2CCCCC21 (some centres undefined),-3%,-0.9%,1%,-2.0,-7%,i,0%,6%,22%
CC(C)=CC(=O)OCC(=O)Nc1cc(C)ccc1C,4%,3.7%,0%,-0.2,6%,i,-3%,10%,27%
CC(=O)NC1C2CN3CCN(C2)CC1(Cc1ccccc1)C3 (centres undefined),-9%,-0.2%,0%,8.6,-5%,i,0%,7%,5%
N#Cc1c(NC(=O)CSc2nnc(-c3ccncc3)n2CC2CCCO2)sc2c1CCCC2 (centres undefined),?,2.4%,0%,-0.3,-14%,i,-11%,-14%,-6%
O=C1CCC(C(=O)N2CCCO2)CN1Cc1cccc(C(F)(F)F)c1 (centres undefined),?,2.5%,1%,1.6,0%,i,-1%,-20%,1%
CCc1ccccc1NC(=O)c1sc(-n2nc(C)c(Cc3ccccc3)c2C)nc1C,-16%,-0.2%,.,.,3%,.,0%,5%,-11%
CN(C)S(=O)(=O)c1cccc(NC(=O)COc2cccc3ccccc23)c1,8%,3.2%,-10%,1.1,-3%,i,-8%,-27%,22%
COc1ccc(CCc2nnc(CCC(=O)NCc3cnc4ccccn34)o2)cc1,5%,0.3%,-4%,-16,-20%,i,-8%,5%,-1%
O=C(c1ccc(S(=O)(=O)NCC2CCCO2)cc1)N1CCN(c2cccc(Cl)c2)CC1 (centres undefined),13µM*,0.4%,1%,0.2,-19%,i,2%,-21%,3%
Cc1ccc(S(=O)(=O)N2CCCCC2)cc1NC(=O)c1ccc2c(c1)OCO2,-18%,0.1%,2%,0.3,-2%,i,1%,3%,-1%
Cc1ccc(S(=O)(=O)NCC(C)n2cncn2)cc1C (centres undefined),7%,-0.8%,-2%,-0.1,18%,i,2%,-7%,-8%
COc1ccccc1NC(=O)N1CCCC1C(=O)NCc1ccc2c(c1)OCO2 (centres undefined),5%,-0.2%,1%,1.7,-3%,i,-2%,-4%,-9%
Cc1ccc(N2C(=O)CC(c3c[nH]c4ccccc34)C2=O)cc1 (centres undefined),?,2.5%,-2%,-3.0,9%,i,1%,8%,15%

# Part of the list above, as labelled records:
SMILES: CC(=O)c1cccc(NC(=O)Cc2coc3cc4c(cc23)CCC4)c1
- Nrf2 inh: ?
- Nrf2 ARE act: 1.8%
- MmCpn inh: -1%
- CCT chaperon mod: -3.7
- TGFb SMAD3 inh: -9%
- pAkt inh: i
- A549 viability: -3%
- HepG2 viability: -2%
- Abeta rescue: 14%

SMILES: CC(=O)N1C2CCCCC2S[C@H]2CCCCC21 (some centres undefined)
- Nrf2 inh: -3%
- Nrf2 ARE act: -0.9%
- MmCpn inh: 1%
- CCT chaperon mod: -2.0
- TGFb SMAD3 inh: -7%
- pAkt inh: i
- A549 viability: 0%
- HepG2 viability: 6%
- Abeta rescue: 22%

# Returning to the listing, starting 3 compounds before the break.
SMILES,Nrf2 inh,Nrf2 ARE act,MmCpn inh,CCT chaperon mod,TGFb SMAD3 inh,pAkt inh,A549 viability,HepG2 viability,Abeta rescue
Cc1ccc(S(=O)(=O)NCC(C)n2cncn2)cc1C (centres undefined),7%,-0.8%,-2%,-0.1,18%,i,2%,-7%,-8%
COc1ccccc1NC(=O)N1CCCC1C(=O)NCc1ccc2c(c1)OCO2 (centres undefined),5%,-0.2%,1%,1.7,-3%,i,-2%,-4%,-9%
Cc1ccc(N2C(=O)CC(c3c[nH]c4ccccc34)C2=O)cc1 (centres undefined),?,2.5%,-2%,-3.0,9%,i,1%,8%,15%
COc1ccc(-c2noc(N3CCC(C(=O)NCc4ccc(Cl)cc4)CC3)n2)cc1,-18%,0.6%,1%,-1.4,-5%,i,-1%,-27%,-9%
O=C(CN1C(=O)C2CCCCC2C1=O)Nc1cc(C(F)(F)F)ccc1N1CCCC1 (centres undefined),20%,-0.3%,0%,1.9,-14%,i,2%,6%,10%
O=C(Nc1ccc(S(=O)(=O)Nc2ncccn2)cc1)C12CC3CC(CC(C3)C1)C2,-16%,-0.1%,0%,-0.8,6%,i,-6%,-2%,-6%
CCCCn1c(N)c(N(CCOC)C(=O)CN(C)S(=O)(=O)c2ccc(C)cc2)c(=O)[nH]c1=O,-1%,-0.5%,1%,1.1,-3%,i,-2%,-18%,-7%
Cc1ccccc1Nc1c(-c2ccc(N3CCOCC3)cc2)nc2ccccn12,?,4.1%,.,.,?,.,-5%,-21%,26%
Cc1cc(NS(=O)(=O)c2ccc(NC(=O)NC3CCCCC3)cc2)no1,0%,-0.4%,1%,-0.8,-18%,i,11%,-12%,13%
CCNC(=S)N1CCN(c2ccccn2)CC1,-1%,0.1%,0%,-5.4,-2%,i,4%,3%,6%
CC1CN(C(=O)COc2ccc3ccccc3c2Br)CC(C)O1 (centres undefined),?,5.0%,-3%,-2.0,-1%,i,-19%,-43%,-10%
CCOc1ccccc1NC(=O)COC(=O)Cc1cccs1,2%,0.9%,0%,-3.5,6%,i,4%,0%,18%
Cc1ccc(C(CC(=O)NCCCN(C)C)c2ccc(OC(C)C)cc2)cc1 (centres undefined),18%,4.2%,-1%,-1.1,-20%,i,5%,-175%,-13%
CS(=O)(=O)c1ccc(Cl)c(NC(=O)c2ccc(-n3cncn3)c([N+](=O)[O-])c2)c1,.,2.7%,.,-1.4,1%,i,.,2%,-3%
CC(C)OCc1c(C(=O)Nc2nccs2)oc2ccccc12,-2%,7.4%,0%,1.3,18%,i,-2%,-7%,9%
COc1ccccc1NC(=O)c1ccc(N)cc1,9%,4.3%,2%,-2.7,23%,i,1%,0%,-6%
COc1ccc(OC)c(NC(=O)COC(=O)Cc2ccsc2)c1,-16%,-0.7%,-1%,-2.1,1%,i,-4%,-18%,-6%
CC1(C(=O)NS(=O)(=O)Cc2cccc(Cl)c2)CCN1C(=O)c1cccc(F)c1 (centres undefined),.,0.8%,.,0.1,-5%,i,.,1%,-9%
O=C(Nc1ccc(F)cc1)C1CCCCC1,2%,-0.6%,1%,1.6,0%,i,-7%,2%,22%
CCOC(=O)C1Nc2ccccc2C2C(O)C(O)CC12 (centres undefined),-22%,11%,.,-5.4,?,i,-1%,-31%,-8%
CCCNC(=S)Nc1cccc(C(F)(F)F)c1,-4%,1.1%,2%,-0.1,13%,i,12%,-15%,0%
OCC(O)C(O)C(O)C(O)C1NCCS1 (centres undefined),20%,0.1%,3%,-1.7,11%,i,-3%,-16%,-8%
CCO/C=N/c1c(C#N)c2c(c(=S)n1C)COC(C)(C)C2,-11%,-0.5%,0%,1.1,18%,.,-5%,0%,-9%
C=CCNC(=O)NC(=O)COC(=O)[C@H](C)NS(=O)(=O)c1c(C)c(C)cc(C)c1C,8%,0.0%,0%,0.0,-20%,i,10%,4%,20%
Cc1c(Cl)cccc1NCC(=O)Nc1ccc(Cl)cc1F,6%,-0.5%[9.22 µM],-12%,0.1,5%,i,20%,17%,-12%
O=C(c1ccc2c(c1)N(Cc1ccc(Cl)cc1)C(=O)c1ccccc1S2(=O)=O)N1CCN(c2ccccn2)CC1,-24%,0.0%,.,.,0%,.,-1%,-38%,1%
CSc1nnc2c(n1)OC=Nc1ccccc1-2,20%,0.1%,2%,-0.5,-14%,i,8%,-24%,-13%
Cc1ccnc(SCc2cc(=O)c(OC(=O)c3cccs3)co2)n1,-8%,0.4%,3%,0.9,-1%,i,-4%,-11%,9%
NN=C1C(=O)c2cccc3cccc1c23,-3%,26%,.,-1.0,11%,i,-4%,-10%,-23%
CC1CCCC(NC(=O)C2CCN(S(=O)(=O)N3CCCCC3)CC2)C1C (centres undefined),-6%,-0.4%,1%,0.5,1%,i,-1%,7%,16%
COc1nnc(-c2ccc(N3CCCCC3)c(NC(=O)COc3ccccc3)c2)c2ccccc12,-7%,-2.2%,.,0.6,4%,i,1%,2%,-5%
Cn1c(=O)c2c(nc(CN3CCN(C(c4ccccc4)c4ccccc4)CC3)n2CC(N)=O)n(C)c1=O,2%,0.2%,1%,3.9,4%,i,-4%,-4%,0%
CC1=C(C(=O)N(C)C)CC(CC(=O)NCCc2ccccn2)C(=O)N1CCC1=CCCCC1 (centres undefined),.,2.5%,.,-0.6,8%,i,.,-40%,-9%
Cc1ccc(C(=O)Oc2cccc(NC(=O)c3ccccc3)c2)cc1C,2%,0.1%,1%,-3.3,?,i,11%,-24%,?
CCc1ccc(N2CC(C(=O)OCc3nc4ccsc4c(=O)[nH]3)CC2=O)cc1 (centres undefined),-2%,5.7%,1%,-2.1,-3%,i,16%,1%,-9%
COc1ccc(C2NC(=O)C(=O)/C2=C(\O)c2ccc(Cl)cc2)cc1OC (centres undefined),2%,0.3%,-3%,-6.6,-11%,i,-5%,-11%,-3%
CCOC(=O)N1CCN(C(=O)CSc2nc3nc(C)cc(C)n3n2)CC1,15%,-0.9%,-1%,2.7,-1%,i,7%,2%,-15%
CSCCC(NC(=O)c1ccccc1)C(=O)NCc1ccc(S(N)(=O)=O)cc1 (centres undefined),0%,0.4%,0%,1.7,1%,i,10%,-9%,10%
COc1ccc(S(=O)(=O)Nc2ccc(C)cn2)cc1,21%,-0.3%,1%,-1.0,-1%,i,6%,-4%,-3%
CC1Cc2cc(S(=O)(=O)CCC(=O)Nc3ccc(F)cc3)ccc2N1C(=O)C1CC1 (centres undefined),-19%,-0.2%,.,.,?,.,-1%,-6%,-14%
